AmpC detergent: qHTS Inhibitors of AmpC Beta-Lactamase (assay with detergent); AmpC hydrolysis of nitrocefin, absorbance 480 nm, 0.01% Triton; Potency, µM (series often up to 114 µM), inactives show at the highest dose activity change, negative = inhibition, most hits filed as inhibitors; P00811; 0.041% of 370,000 active;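 note: potency is the fitted concentration of half-maximal effect; 0% = no-compound wells and -100% = no-enzyme wells; nearly all actives have a fitted effect of over 25% in size; some results filed as inactive show a strong effect at the top dose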
Target sequence (P00811 whole entry, looked up): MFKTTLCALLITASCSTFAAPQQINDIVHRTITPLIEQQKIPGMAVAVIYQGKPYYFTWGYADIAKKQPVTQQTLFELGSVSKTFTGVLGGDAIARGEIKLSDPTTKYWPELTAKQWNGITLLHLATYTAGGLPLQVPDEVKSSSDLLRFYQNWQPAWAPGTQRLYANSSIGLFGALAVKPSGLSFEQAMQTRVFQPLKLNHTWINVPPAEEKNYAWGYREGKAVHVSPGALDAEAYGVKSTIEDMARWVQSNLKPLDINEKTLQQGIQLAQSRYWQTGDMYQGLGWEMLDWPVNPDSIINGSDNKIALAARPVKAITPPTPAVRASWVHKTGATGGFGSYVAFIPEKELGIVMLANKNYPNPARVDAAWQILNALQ
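AmpC (5.3 nM in the dispensed reagent) in 20 mM phosphate pH 7.0 with 0.01% (detergent screen) or 0.0001% Triton X-100 was preincubated with compounds for 15 min at room temperature. Nitrocefin was then added from an 800 uM solution, and hydrolysis was followed at 480 nm.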
FBPA Giardia inh: qHTS Assay for Inhibitors of Fructose-1,6-bisphosphate Aldolase from Giardia Lamblia | Potency, µM (top dose mostly 59.6 µM), without a hit: at the top dose activity, negative = inhibition, hits mostly inhibitors | 0.71% of 290,000 active | purified Giardia FBPA; note: potency is the fitted concentration of half-maximal effect; nearly all actives have a fitted effect of over 55% in size
Target sequence (A8B2U2 whole entry, looked up): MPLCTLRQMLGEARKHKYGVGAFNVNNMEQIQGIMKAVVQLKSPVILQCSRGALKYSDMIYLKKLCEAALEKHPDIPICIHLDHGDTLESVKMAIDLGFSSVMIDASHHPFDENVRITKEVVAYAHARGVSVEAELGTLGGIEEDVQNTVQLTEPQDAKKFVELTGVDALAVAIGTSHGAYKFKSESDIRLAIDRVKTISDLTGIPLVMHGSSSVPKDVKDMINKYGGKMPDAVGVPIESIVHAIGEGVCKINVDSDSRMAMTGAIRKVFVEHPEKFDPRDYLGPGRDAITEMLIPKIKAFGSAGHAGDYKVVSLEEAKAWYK
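40 nM FBPA preincubated 10 min at RT with compound (up to 57.5 uM final), then substrate plus GAPDH/TPI/NAD/arsenate coupling and diaphorase/resazurin added. Fluorescence read after 20 min at RT, 525/598 nm.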
Sm TGR block: qHTS Assay for the Inhibitors of Schistosoma Mansoni Peroxiredoxins. purified TGR, DTNB reduction, TNB absorbance 405 nm. Schistosoma mansoni thioredoxin glutathione reductase (TGR), Q962Y6. 3% of 360,000 active. Potency, µM (highest dose often 114 µM), without a hit: at the top dose activity change, negative = inhibition, usual class: inhibitors. AID 485364, 2010; note: potency is the fitted concentration of half-maximal effect; nearly all actives have a fitted effect of over 60% in size
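First, TGR (20 nM dispensed) and NADPH were mixed with compound. Second, a 15 min room-temperature incubation followed. Third, further NADPH and then DTNB were added to start the reaction. Finally, TNB absorbance was monitored kinetically.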
HCMV antiviral: qHTS Assay for inhibitors of the human cytomegalovirus (HCMV); HFF cells, HCMV-luciferase reporter, 72 h; hits give low values; activity change, negative = inhibition, % at 57.5 µM; 4.5% of 410,000 active; in the data active = activity change below about -60%; inconclusive = no clear call, values can overlap the other calls; inactive = above about -39%
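HFF cells seeded 16 h at 37C, treated with compounds, infected with luciferase-reporter HCMV at MOI 1 PFU/cell; luciferase read at 72 h post infection, normalized to buffer-only and Salinomycin controls.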
HCV inhibitor: qHTS Assay for Inhibitors of Hepatitis C Virus (HCV). Huh7.5.1 HCVcc-Cre infection, luciferase reporter, 44 h. Potency, µM (series often up to 41.8 µM), without a hit: top-dose activity change, negative = inhibition, actives largely listed as inhibitors. 3.4% of 340,000 active; note: potency is the fitted concentration of half-maximal effect
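Seed cells (1,000/well) for 4 h; treat with compound and infect with HCVcc-Cre, moi about 0.5. Incubate 44 h, then detect luciferase activity.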
AmpC inh no detg: qHTS Inhibitors of AmpC Beta-Lactamase (assay without detergent) | P00811 | AmpC nitrocefin hydrolysis, absorbance 480 nm, 0.0001% Triton | Potency, µM (highest dose often 57.1 µM), without a hit: at the top dose activity change, negative = inhibition, usual class: inhibitors | 0.52% of 330,000 active | AID 485341, 2010;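 note: potency is the fitted concentration of half-maximal effect; plate controls were no compound for no effect and no enzyme for full effect; nearly all actives have a fitted effect of over 20% in size; some results filed as inactive show a strong effect at the top dose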
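AmpC (5.3 nM in the dispensed reagent) in 20 mM phosphate pH 7.0 with 0.01% (detergent screen) or 0.0001% Triton X-100 was preincubated with compounds for 15 min at room temperature. Nitrocefin was then added from an 800 uM solution, and hydrolysis was followed at 480 nm.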
An asterisk follows results filed as active; ? = inconclusive; nt = no result given; & = joins results of further samples; [ ] = remark or other dose. Unless noted, calls come from the whole dose curve; as a rule, active = well fitted curve in the direction sought with a large enough effect; inconclusive = small, poorly fitted or top-dose-only effect, or another doubt; inactive = no such curve, though single readings can be large; an effect the other way counts as inactive or inconclusive. Unless noted, % is set by controls: 0 for no effect and ±100 for the full control effect.

SMILES	AmpC detergent	FBPA Giardia inh	Sm TGR block	HCMV antiviral	HCV inhibitor	AmpC inh no detg
CCC(=O)N1CCc2cc(S(=O)(=O)NC(Cc3ccccc3)C(=O)NCc3ccc(F)cc3)ccc21 (stereo unspecified)	-1%	nt	-1%	-3	nt	nt
Nc1c(N(CCO)C(=O)/C=C/c2ccco2)c(=O)[nH]c(=O)n1Cc1ccccc1	-9%	0%	50µM*	-17	10%	-22%
CC1CN=C2C(C(=O)Nc3ccccc3)=C(O)CC(c3ccccc3)N21 (stereo unspecified)	-14%	-3%	-3%	69	-27%	-14%
CCC(=O)N1CCc2cc(CNC(=O)Nc3ccc(OC)cc3OC)ccc21	-1%	nt	1%	10	nt	nt
COCC(=O)N/N=C/c1c(C)[nH]n(-c2ccccc2)c1=O	1%	7.1µM*	-3%	-26	22%	-18%
CC1(C)CC(NS(=O)(=O)OCC(Cl)(Cl)Cl)c2cc(C#N)ccc2O1 (stereo unspecified)	-6%	0%	-1%	-10	-25%	-52%
CC(=O)Nc1ccc(/C=C/c2nc(-c3ccccc3O)n(-c3ccccc3)n2)cc1	21%	nt	2%	27	nt	nt
O=C(CCc1ccc(S(=O)(=O)N2CCOCC2)cc1)NCCCN1CCCC1=O	?	0%	-1%	27	8%	-20%
Cc1cc(=O)oc2cc(O)c(N=Nc3ccccc3)cc12	-7%	1%	-6%	1	18%	-24%
CCOC(=O)N1CCN(C/C(C)=C/c2ccccc2)CC1	-11%	?	-42%	27	13%	23%
CS(=O)(=O)N(Cc1ccc(C(=O)NN=C2CCCC2)cc1)c1ccccc1	4%	1%	-19%	-25	-5%	-20%
CC(C)c1cc(=O)[nH]c(N2CCN(Cc3ccc4c(c3)OCO4)CC2)n1	-12%	1%	-1%	-21	-1%	30%
COCCNC(=O)CCCn1c(SCC(=O)Nc2ccc(F)cc2)nc2c(sc3ccccc32)c1=O	0%	nt	1%	-13	nt	nt
CCOC(=O)c1cc2c(=O)n3ccccc3nc2n(Cc2ccco2)c1=NC(=O)c1ccc(OCC)cc1	1%	nt	-6%	6	nt	nt
OCC(Cc1ccccc1)NCc1ccccc1C(F)(F)F (stereo unspecified)	?	0%	-13%	10	6%	-11%
COc1ccc(N2CCN(C(CNC(=O)COc3ccccc3)c3ccco3)CC2)cc1 (stereo unspecified)	-7%	nt	-10%	-23	?	91%[activator]
C=C(CC1([C@@H](NP(=O)(c2ccccc2)c2ccccc2)[C@H]2C[C@@H]2CCCC)CC1)c1ccccc1	3%	-6%&-1%	2%	11	5%	-3%
O=C(CP(=O)(c1ccccc1)c1ccccc1)Nc1nc2ccccc2s1	-3%	1%	-5%	26	1%	-3%
CC(C)CCNC(=O)CN(C(=O)CCC(=O)Nc1ccccn1)c1ccc(F)c(Cl)c1	-12%	0%	2%	-9	-21%	-6%
Cc1ccc(CN2CN(S(=O)(=O)c3cccs3)c3nc4ccccc4nc32)cc1	-11%	-20%[12.9 µM]	9%	-19	2%	-29%
NC(N)=Nc1ccc2[nH]c3c(c2c1)C[C@@]1(O)[C@H]2Cc4ccc(O)c5c4[C@@]1(CCN2CC1CC1)C3O5 (stereo partly specified)	nt	nt	nt	-20	-5%	-7%
COc1ccccc1C(=O)Nc1ccc2c(C)cc(=O)oc2c1	-10%	5%	4%	112	34%[activator]	-3%
CCOC(=O)N1CCC(Nc2c(NCCCN3CCN(CC)CC3)c(=O)c2=O)CC1	-17%	2%	3%	0	-1%	0%
CCc1ccc(S(=O)(=O)N2CCCC(N3CCN(c4ccc(OC)cc4)CC3)C2)cc1 (stereo unspecified)	5%	nt	-2%	-35	nt	78%[activator]
CN(C)C(=O)c1c(NC(=O)c2ccccc2)sc2c1CCC2	1%	-9%	?	21	?	-25%
O=C(COc1ccc2c(c1)CCC2)N1CCc2ccccc21	-9%	-2%	11%[11.4 µM]	23	-9%	-31%
Cc1coc2c1c(C)cc1oc(=O)c(CC(=O)NCC(=O)N[C@H](C(=O)O)C(C)C)c(C)c12	-1%	-4%	1%	nt	9%	-31%
CCc1nnc(NS(=O)(=O)c2ccc(N=Cc3c(O)n(-c4ccccc4)c(=O)[nH]c3=O)cc2)s1	-11%	0%	-35%	6	-10%	-16%
Cc1cccc(NC(=O)c2ccc3c(=O)n4c(nc3c2)CCCCC4)n1	-15%	nt	5%	72	14µM*	-16%
CS(=O)(=O)N(CC(=O)NCC1CCCO1)c1cccc([N+](=O)[O-])c1 (stereo unspecified)	1%	4%	nt	-10	4%	-6%
Cc1ccc(-c2nn(-c3ccccc3)cc2C2CC(c3ccccc3)=NN2C(=O)CCC(=O)O)cc1 (stereo unspecified)	-5%	11%	-18%	-38	18%	5%
COc1ccc(CN(Cc2ccco2)C(=O)c2ccccc2F)cc1	21%	nt	1%	-24	nt	nt
CC(C)(C)C(=O)NC(=S)Nc1sc2c(c1C(N)=O)CCC2	-7%	-20%	1%	45	-6%	-33%
CCOC(=O)CNC(=O)Cn1cnc2ccc(S(=O)(=O)N3CCC(C)CC3)cc2c1=O	3%	-3%	0%	1	7%	20%
Cc1cc2cc(CNC(=O)CCC(=O)O)ccc2[nH]1	?	2%	0%	-2	1%	-3%
CCN(CC)S(=O)(=O)c1ccc2c(c1)oc(=O)n2CC(=O)N(C)C1CCCCC1	1%	2%	-11%	?	-4%	1%
O=C(NC1CCCCC1)c1ccc(CSc2nc3cccnc3n2Cc2ccccc2)cc1	19%	nt	0%	-8	nt	nt
Cc1cc(C(=O)OCC(=O)N2CC(C)OC(C)C2)c2ccccc2n1 (stereo unspecified)	?	nt	1%	-3	-3%	-10%
COc1cccc(-n2c(C)n[nH]c2=O)c1	-14%	4%	13%	2	12%	-14%
C/C=C/C(=O)OCC(=O)Nc1ccc(F)cc1Cl	-1%	6%	10%	12	14%	-7%
Cc1oc(-c2cccs2)nc1CS(=O)CC(=O)NCCCN1CC(C)CC(C)C1 (stereo unspecified)	?	1%	-9%	15	-4%	-1%
O=C(NCCCCCCNC(=O)C1CCCC1)C1CCCC1	?	2%	1%	16	-14%	0%
O=c1c2ccccc2nc2n1CCC2O (stereo unspecified)	10%	10%	0%	7	33%[activator]	-13%
CCC(C)NC(=O)CN1C(=O)c2cccnc2Sc2ccccc21 (stereo unspecified)	-1%	nt	6%	8	nt	nt
O=C(C(Cc1ccccc1)n1cccc1)N1CCN(c2cccc(Cl)c2)CC1 (stereo unspecified)	-1%	-4%	-19%	42	?	4%
Cc1ccc2oc(=O)c3cnn(CC(=O)NCCCOC(C)C)c3c2c1	?	0%	-6%	?	9%	1%
CC1(C(=O)Nc2ccc(S(=O)(=O)Nc3ncccn3)cc2)CCCC1	nt	nt	nt	-15	-5%	-25%
Nc1sc(-c2ccccc2)n[n+]1Cc1cccc2cccnc12	2%	0%	15%	-99*	?	-7%
Cc1occc1-c1nnc(SCc2nnc(-c3ccc(Cl)cc3)o2)n1C	-13%	12%	?	18	-8%	30%
CCOc1ccc2nc(NC(=O)C3CCCN(S(=O)(=O)c4cccc5nonc45)C3)sc2c1 (stereo unspecified)	?	-3%	-27%	-18	?	-31%
O=C(NCCN1CCc2ccccc2C1)C1CCN(S(=O)(=O)N2CCCCC2)CC1	-10%	-24%	0%	-3	19%	19%
COc1ccccc1/C=C\C=N\NC(=O)CCn1nnc2ccccc21	0%	0%	0%	?	-17%	-32%
O=C(Nc1ccc2c(c1)OCCO2)C1CCN(c2ncccn2)CC1	-7%	0%	-2%	-10	-10%	42%
COc1ccc(CN2C(=O)C(Cc3ccccc3)Nc3ncnc(N4CCCCC4)c32)cc1 (stereo unspecified)	?	nt	37%[activator]	nt	-28%	-19%
Cn1c(C2=C(O)CN(c3ccc4c(c3)OCCO4)C2=N)nc2ccccc21	-13%	-3%	-1%	-2	4%	-14%
COc1ccc(C2NC(=S)N(c3ccccc3)C(C)=C2C(=O)Nc2ccccc2)cc1 (stereo unspecified)	-7%	-2%	7%	40	?	-30%
COc1ccc(OCCCC(=O)OC(C)C(=O)Nc2ccc(NC(C)=O)cc2)cc1 (stereo unspecified)	6%	nt	5%	-31	11%	-9%
COc1ccc(-c2nnc(SCc3c(C)noc3C)n2N)cc1OC	-11%	-3%	-19%	-10	nt	-36%
NC(=O)COC(=O)/C=C/c1ccc(S(=O)(=O)N2CCCCCC2)cc1	-8%	8%	5%	-13	10%	-1%
COc1ccc(OC)c(NC(=O)CCCc2nnc3n(C(C)C)c(=O)c4sccc4n23)c1	10%	nt	-2%	35	nt	nt

Reformatted: results already given.
canonical_smiles | AmpC detergent | FBPA Giardia inh | Sm TGR block | HCMV antiviral | HCV inhibitor | AmpC inh no detg
Cc1ccc2oc(=O)c3cnn(CC(=O)NCCCOC(C)C)c3c2c1 | ? | 0% | -6% | ? | 9% | 1%
CCOc1ccc2nc(NC(=O)C3CCCN(S(=O)(=O)c4cccc5nonc45)C3)sc2c1 (stereo unspecified) | ? | -3% | -27% | -18 | ? | -31%

The list continues:
SMILES	AmpC detergent	FBPA Giardia inh	Sm TGR block	HCMV antiviral	HCV inhibitor	AmpC inh no detg
COc1ccc(CN2C(=NC(=O)c3ccccc3)SC3CS(=O)(=O)CC32)cc1OC (stereo unspecified)	0%	nt	-11%	53	?	112%[activator]
CCOC(=O)c1ccc(CN(Cc2ccc(Cl)cc2Cl)S(=O)(=O)c2ccc(F)c(C)c2)cc1	8%	nt	-2%	?	nt	nt
O=C(COC(=O)c1cccnc1Cl)c1ccc(OC(F)F)cc1	-3%	-1%	-2%	-26	17%	-25%
CCC1C(=O)CC(c2ccccc2)NC1c1ccccc1 (stereo unspecified)	-5%	8%	nt	-2	-6%	-18%
COc1ccc(NC(=O)Cn2cnc3ccc(S(=O)(=O)N4CCC(C)CC4)cc3c2=O)cc1OC	-7%	nt	18%	-22	nt	nt
Cc1ccc(S(=O)(=O)C2(C(=O)Nc3ccc(C)c(Cl)c3)CC2)cc1	0%	nt	2%	6	nt	nt
N/C(=N\N=C\c1ccc(O)cc1)c1nonc1N	-6%	3%	2%	19	-18%	-27%
Cc1cc(OCC(=O)NCCCN2CCOCC2)c2c(C)c(C)c(=O)oc2c1	-3%	nt	4%	7	-12%	-1%
Cc1ccc(S(=O)(=O)N2CCCCC2)cc1NC(=O)c1ccncc1	-6%	nt	3%	-22	12%	-7%

As entered above.
`Cc1cc(OCC(=O)NCCCN2CCOCC2)c2c(C)c(C)c(=O)oc2c1` in AmpC detergent is listed with -3%
`CCOC(=O)c1ccc(CN(Cc2ccc(Cl)cc2Cl)S(=O)(=O)c2ccc(F)c(C)c2)cc1` in Sm TGR block is listed with -2%
`N/C(=N\N=C\c1ccc(O)cc1)c1nonc1N` in HCMV antiviral is listed with 19
`Cc1ccc(S(=O)(=O)C2(C(=O)Nc3ccc(C)c(Cl)c3)CC2)cc1` in AmpC detergent is listed with 0%
`COc1ccc(CN2C(=NC(=O)c3ccccc3)SC3CS(=O)(=O)CC32)cc1OC` (stereo unspecified) in AmpC detergent is listed with 0%
`O=C(COC(=O)c1cccnc1Cl)c1ccc(OC(F)F)cc1` in HCMV antiviral is listed with -26

Screening results from PubChem.
